NCI-60 one-dose screen, 48 h, at 10 µM unless noted. Numbers give growth in % (100 = growth as untreated, 0 = no growth, -100 = all killed).
786-0 = 786-0 renal cancer cells | 5.1% of 81,000 active | AID 1794775
TK-10 = TK-10 renal cancer cells | 3.9% of 81,000 active | AID 1794769
PC-3 = PC-3 prostate cancer cells | 3.9% of 80,000 active
A498 = A498 renal cancer cells; 5.4% of 76,000 active; AID 1794774
RXF 393 = RXF 393 renal cancer cells; 6.9% of 77,000 active
CAKI-1 = CAKI-1 renal cancer; 4.7% of 75,000 active
SN12C = SN12C renal cancer cells; AID 1794767; 3.8% of 81,000 active
UO-31 = UO-31 renal cancer. 5.2% of 81,000 active. AID 1794768
ACHN = ACHN renal cancer | 4.9% of 81,000 active
The depositor's hits bear a star; & = joins results of further samples. Rule for the calls: active = growth percent below 10; inactive = the rest.

COC(=O)C(=O)c1cc2ccccc2n1S(=O)(=O)c1ccccc1 was read as 786-0 104, TK-10 96, PC-3 85, A498 110, RXF 393 114, CAKI-1 91, SN12C 102, UO-31 64 and ACHN 97.
Screening O=C(NC(Cc1cc(=O)[nH]c2ccccc12)C(=O)O)c1ccc(Cl)cc1 (configuration not stated) returned 786-0 98, TK-10 109, PC-3 103, A498 128, RXF 393 121, CAKI-1 97, SN12C 110, UO-31 72 and ACHN 100.
For COc1ccc(Cl)cc1NC(=O)c1c(NC(=O)C(F)(F)C(F)(F)F)sc2c1CCCCC2 the results were 786-0 -14*, TK-10 11, PC-3 5.2*, A498 -45*, CAKI-1 -14*, SN12C 5.9*, UO-31 1.6* and ACHN 1.5*.
`Cn1/c(=N/NC(N)=S)ccc2ccccc21` gave 786-0 104, TK-10 113, PC-3 77, RXF 393 102, CAKI-1 96, SN12C 91, UO-31 63 and ACHN 95.
Cc1ncc(C[n+]2csc([C@H](O)CO)c2C)c(N)n1 was read as 786-0 97, TK-10 85, PC-3 110, A498 95, RXF 393 109, CAKI-1 93, SN12C 100, UO-31 86 and ACHN 102.
Screening NS(=O)(=O)c1ccc(CCNC(=O)/C=C/c2ccc(Cl)cc2)cc1 returned 786-0 102, TK-10 121, PC-3 87, A498 89, RXF 393 122, SN12C 93, UO-31 84 and ACHN 102.
For CC1(C)OC(=O)C(=Cc2ccccc2Cl)C(=O)O1 the results were 786-0 99, PC-3 90, A498 114, CAKI-1 103, SN12C 96, UO-31 94 and ACHN 100.
`N#CCNc1ccccc1` gave 786-0 103, TK-10 110, PC-3 105, A498 129, RXF 393 112, CAKI-1 97, SN12C 100, UO-31 93 and ACHN 98.
`CCc1ccc(NC(=S)n2c(=O)cc(C)c3ccc(O)cc32)cc1` gave 786-0 98, TK-10 114, PC-3 105, A498 97, RXF 393 117, CAKI-1 90, SN12C 102, UO-31 85 and ACHN 106.
Screening O=C(O)[C@@H]1c2ccccc2C(=O)N(c2ccc(F)cc2)[C@H]1c1ccc(F)cc1 returned 786-0 101, TK-10 88, PC-3 81, CAKI-1 98, SN12C 96, UO-31 92 and ACHN 107.
Screening CCOC(=O)C1=C(C)NC(SCc2nnc(-c3ccc(Cl)cc3)o2)=NC1c1ccc(Br)cc1 (configuration not stated) returned 786-0 85, TK-10 80, PC-3 49, A498 73, RXF 393 75, CAKI-1 67, UO-31 53 and ACHN 70.
`C=NNc1ccccc1` gave 786-0 103, TK-10 127, PC-3 64, A498 77, RXF 393 105, CAKI-1 84, SN12C 90, UO-31 71 and ACHN 78.
`O=C1Nc2ccc(Cl)cc2/C1=C\c1c(-c2ccc(F)cc2)nc2ccccn12` gave 786-0 25, TK-10 83, PC-3 19, A498 -18*, RXF 393 -13*, CAKI-1 40, SN12C 6.4*, UO-31 6.6* and ACHN 31.
Screening CCCN(CCC)C(=O)[C@@H](CC)[C@@H]1CC[C@@H](C)[C@@H]([C@H](C)[C@@H](O)[C@@H](C)C(=O)[C@H](CC)C2O[C@]3(C=CC(=O)[C@]4(CC[C@@](C)([C@H]5CC[C@](O)(CC)[C@H](C)O5)O4)O3)[C@H](C)C[C@@H]2C)O1 (some centres not stated) returned 786-0 98, TK-10 103, PC-3 86, A498 105, RXF 393 97, CAKI-1 77, SN12C 93, UO-31 73 and ACHN 99.
Screening Cc1c(Cl)cccc1NC(=O)CCCl returned 786-0 103, TK-10 89, PC-3 94, A498 108, RXF 393 112, SN12C 96, UO-31 87 and ACHN 108.
O=C1N/C(=N/N=C(c2ccccc2)c2ccccc2)S/C1=C\c1ccccc1O was read as 786-0 98, TK-10 101, PC-3 86, A498 81, RXF 393 101, CAKI-1 78, SN12C 98, UO-31 67 and ACHN 90.
COc1ccc(-c2nc(-c3nc4ccc(OC)cc4[nH]3)c3ccccn23)cc1 was read as 786-0 84, TK-10 79, PC-3 35, A498 55, RXF 393 76, CAKI-1 64, SN12C 71, UO-31 26 and ACHN 64.
For O=C(CC1CCCC(CC(=O)c2ccccc2)N1CCc1ccccc1)c1ccccc1 (configuration not stated) the results were 786-0 81, TK-10 93, PC-3 67, A498 84, RXF 393 98, CAKI-1 77, SN12C 72, UO-31 70 and ACHN 88.
For COc1cc2c(cc1OC)C(/C=C/c1ccco1)=NCC2 the results were 786-0 92, TK-10 116, PC-3 88, A498 11, RXF 393 49, SN12C 91, UO-31 74 and ACHN 93.
Screening C=C1C(=O)O[C@H]2[C@H]1CC/C(C=Nc1ncncc1N)=C\CC[C@@]1(C)O[C@@H]21 returned 786-0 76, TK-10 90, PC-3 73, A498 100, RXF 393 89, CAKI-1 83, SN12C 79, UO-31 71 and ACHN 70.
For CC(=O)c1c(C)n(-c2ccccc2)c2c1c(-c1ccc(C)o1)nc1ccccc12 the results were 786-0 94, TK-10 108, PC-3 70, A498 77, RXF 393 98, CAKI-1 85, SN12C 99, UO-31 79 and ACHN 87.
For O=C1C(=O)N(CCCCn2cc(-c3ccccc3)nn2)c2ccccc21 the results were 786-0 102, TK-10 136, PC-3 94, A498 110, RXF 393 114, CAKI-1 92, SN12C 94, UO-31 75 and ACHN 103.
Screening O=S(=O)(O)C(Nc1ccccc1)c1ccccc1 (configuration not stated) returned 786-0 100, TK-10 100, PC-3 102, A498 81, CAKI-1 94, SN12C 98, UO-31 93 and ACHN 98.
`O=C(CCOCCOCCOCCNC(=O)COc1ccc2c(c1)OCC(c1ccc(F)cc1)C2=O)NCCCC(O)(P(=O)(O)O)P(=O)(O)O` (configuration not stated) gave 786-0 105, TK-10 105, PC-3 96, A498 103, RXF 393 112, CAKI-1 84, SN12C 100, UO-31 90 and ACHN 104.
COC(=O)C(Sc1ccc(Cl)cc1)C1SC(=S)N(Cc2ccccc2)C1=O (configuration not stated) was read as 786-0 103, TK-10 115, PC-3 97, A498 102, RXF 393 106, CAKI-1 100, SN12C 82, UO-31 60 and ACHN 98.
CCOC(=O)/C(C#N)=C\c1ccccc1 was read as 786-0 104, TK-10 93, PC-3 93, A498 89, RXF 393 90, CAKI-1 100, SN12C 100, UO-31 72 and ACHN 104.
For COc1ccc(N(C)c2nc(Cl)nc3cnn(C)c23)cc1 the results were 786-0 8.7*, TK-10 51, PC-3 16, A498 -9.2*, RXF 393 45, CAKI-1 23, SN12C 28, UO-31 34 and ACHN 24.
C#CCCCCCCC[C@@H]1OC(=O)[C@H]([C@@H](C)CC)NC(=O)[C@@H]([C@@H](C)CC)NC(=O)CC(=O)[C@@H]1C was read as 786-0 109, TK-10 141, PC-3 91, A498 87, RXF 393 101, CAKI-1 70, SN12C 95, UO-31 61 and ACHN 87.
`c1ccc(-n2nnnc2-c2cccc3ccccc23)cc1` gave 786-0 25, TK-10 14, PC-3 5.1*, A498 33, RXF 393 -5.2*, CAKI-1 22, SN12C 40, UO-31 29 and ACHN 53.
For Cc1c[n+]2ccccc2n1C the results were 786-0 95&108, TK-10 103&140, PC-3 88&90, A498 105&79, RXF 393 110&88, CAKI-1 88&83, SN12C 101&104, UO-31 75&85 and ACHN 95&94.
For O=C1OCCCC1O (configuration not stated) the results were 786-0 94, TK-10 100, PC-3 98, A498 114, RXF 393 104, CAKI-1 97, SN12C 109, UO-31 94 and ACHN 100.
For COc1cccc(Cn2cc(C(=O)Nc3cccnc3Nc3cc(OC)cc(OC)c3)nn2)c1 the results were 786-0 101, TK-10 101, PC-3 93, A498 89, RXF 393 111, CAKI-1 97, SN12C 97, UO-31 69 and ACHN 115.
Screening O=S(=O)(c1ccccc1)n1ccc(-c2ccc3c(c2)CCO3)n1 returned 786-0 90, TK-10 76, PC-3 84, A498 71, RXF 393 83, CAKI-1 75, SN12C 68, UO-31 51 and ACHN 78.
For Cc1[nH]nc2ccc3nc(-c4cnn(CCO)c4)c4c(c3c12)CCCC4 the results were 786-0 39, TK-10 21, PC-3 40, A498 -7.6*, RXF 393 -6.6*, CAKI-1 4.5*, SN12C 32, UO-31 21 and ACHN 21.
`COc1ccc(/C=N/Nc2ccnc3cc(Cl)ccc23)cc1Cl` gave 786-0 -95*, TK-10 -82*, PC-3 -25*, A498 37, RXF 393 -58*, CAKI-1 -84*, SN12C -71*, UO-31 -90* and ACHN -100*.
O=C(NC(=S)N1CC=CCC1)c1ccccc1 was read as 786-0 111, TK-10 94, PC-3 99, A498 93, RXF 393 128, CAKI-1 105, SN12C 88, UO-31 87 and ACHN 94.
COc1cc(C2CC(c3cc(OC)c(OC)c(OC)c3)=NN2C=O)ccc1OS(=O)(=O)c1ccc(C)cc1 (configuration not stated) was read as 786-0 103, TK-10 120, PC-3 98, A498 78, RXF 393 104, CAKI-1 90, SN12C 88, UO-31 79 and ACHN 96.
`CCCCc1ccc(/C=C2\Oc3cc(OS(N)(=O)=O)ccc3C2=O)cc1` gave 786-0 88, TK-10 88, PC-3 88, CAKI-1 83, SN12C 94, UO-31 81 and ACHN 96.
O=C(CN1C(=O)S/C(=C\c2ccc(Cl)cc2)C1=O)Nc1ncc(Cc2ccccc2Cl)s1 was read as 786-0 106, TK-10 105, PC-3 97, A498 117, RXF 393 119, CAKI-1 93, SN12C 107, UO-31 84 and ACHN 104.
`N#Cc1nnn(-c2ccc(S(N)(=O)=O)cc2)c1NC(=O)CCl` gave 786-0 98, TK-10 96, PC-3 90, A498 91, RXF 393 109, SN12C 88, UO-31 87 and ACHN 108.

A run of entries taken from the entries so far, as a working copy:
`c1ccc(-n2nnnc2-c2cccc3ccccc23)cc1` gave 786-0 25, TK-10 14, PC-3 5.1*, A498 33, RXF 393 -5.2*, CAKI-1 22, SN12C 40, UO-31 29 and ACHN 53.
For Cc1c[n+]2ccccc2n1C the results were 786-0 95&108, TK-10 103&140, PC-3 88&90, A498 105&79, RXF 393 110&88, CAKI-1 88&83, SN12C 101&104, UO-31 75&85 and ACHN 95&94.
For O=C1OCCCC1O (configuration not stated) the results were 786-0 94, TK-10 100, PC-3 98, A498 114, RXF 393 104, CAKI-1 97, SN12C 109, UO-31 94 and ACHN 100.
For COc1cccc(Cn2cc(C(=O)Nc3cccnc3Nc3cc(OC)cc(OC)c3)nn2)c1 the results were 786-0 101, TK-10 101, PC-3 93, A498 89, RXF 393 111, CAKI-1 97, SN12C 97, UO-31 69 and ACHN 115.
Screening O=S(=O)(c1ccccc1)n1ccc(-c2ccc3c(c2)CCO3)n1 returned 786-0 90, TK-10 76, PC-3 84, A498 71, RXF 393 83, CAKI-1 75, SN12C 68, UO-31 51 and ACHN 78.
For Cc1[nH]nc2ccc3nc(-c4cnn(CCO)c4)c4c(c3c12)CCCC4 the results were 786-0 39, TK-10 21, PC-3 40, A498 -7.6*, RXF 393 -6.6*, CAKI-1 4.5*, SN12C 32, UO-31 21 and ACHN 21.
`COc1ccc(/C=N/Nc2ccnc3cc(Cl)ccc23)cc1Cl` gave 786-0 -95*, TK-10 -82*, PC-3 -25*, A498 37, RXF 393 -58*, CAKI-1 -84*, SN12C -71*, UO-31 -90* and ACHN -100*.
O=C(NC(=S)N1CC=CCC1)c1ccccc1 was read as 786-0 111, TK-10 94, PC-3 99, A498 93, RXF 393 128, CAKI-1 105, SN12C 88, UO-31 87 and ACHN 94.
COc1cc(C2CC(c3cc(OC)c(OC)c(OC)c3)=NN2C=O)ccc1OS(=O)(=O)c1ccc(C)cc1 (configuration not stated) was read as 786-0 103, TK-10 120, PC-3 98, A498 78, RXF 393 104, CAKI-1 90, SN12C 88, UO-31 79 and ACHN 96.
`CCCCc1ccc(/C=C2\Oc3cc(OS(N)(=O)=O)ccc3C2=O)cc1` gave 786-0 88, TK-10 88, PC-3 88, CAKI-1 83, SN12C 94, UO-31 81 and ACHN 96.

2 entries picked at random from those above:
COC(=O)C(Sc1ccc(Cl)cc1)C1SC(=S)N(Cc2ccccc2)C1=O (configuration not stated) was read as 786-0 103, TK-10 115, PC-3 97, A498 102, RXF 393 106, CAKI-1 100, SN12C 82, UO-31 60 and ACHN 98.
For COc1ccc(N(C)c2nc(Cl)nc3cnn(C)c23)cc1 the results were 786-0 8.7*, TK-10 51, PC-3 16, A498 -9.2*, RXF 393 45, CAKI-1 23, SN12C 28, UO-31 34 and ACHN 24.

(list continues)
For CCOC(=O)c1ncc(-c2cc(C(F)(F)F)cc(C(F)(F)F)c2)c(NC2CCCCCC2)n1 the results were 786-0 82, TK-10 104, PC-3 67, A498 87, RXF 393 89, CAKI-1 92, SN12C 92, UO-31 73 and ACHN 88.
COc1ccc(/C=C2\SC(=Nc3cc(C)on3)NC2=O)cc1 was read as 786-0 102, TK-10 106, PC-3 97, RXF 393 102, CAKI-1 97, SN12C 100, UO-31 85 and ACHN 106.
For Cc1cccc(OCC(O)CN2CCCC2)c1 (configuration not stated) the results were 786-0 101, TK-10 119, PC-3 104, RXF 393 106, CAKI-1 102, SN12C 101, UO-31 102 and ACHN 104.
Screening COc1cccc(-c2c(C#N)c(-c3ccc(Cl)cc3)nc3n[nH]c(-c4ccc(Cl)cc4)c23)c1 returned 786-0 46, TK-10 72, PC-3 24, A498 100, RXF 393 39, CAKI-1 39, SN12C 45, UO-31 35 and ACHN 56.
Cn1cc(/C=C2\C(=O)N(CCCCCn3c4ccccc4c(=O)c4ccccc43)c3ccccc32)c2ccccc21 was read as 786-0 112, TK-10 129, PC-3 89, A498 119, RXF 393 100, CAKI-1 72, SN12C 100, UO-31 55 and ACHN 90.
For CC(C)CCOC(=O)C(=O)OCCC(C)C the results were 786-0 105, TK-10 110, PC-3 94, A498 97, RXF 393 109, CAKI-1 102, SN12C 106, UO-31 92 and ACHN 106.

Compounds as they come. Share with any hit: about 11%.
